Assay outcomes as filed in PubChem.
KDM5B inhibitor = blocks human KDM5B histone demethylase activity. Potency, µM (series often up to 57.7 µM), inactives show at the top dose activity change, negative = inhibition, most hits filed as inhibitors. Q9UGL1. 220,000 compounds, 2.6% hits. KDM5B demethylase, FDH-coupled NADH fluorescence (FDH is formaldehyde dehydrogenase); active means well fitted inhibition curve with a large enough effect; inconclusive means small, poorly fitted or top-dose-only effect; inactive means no such curve, though single readings can be large or run the other way; further: 0% is about no effect; nearly all actives have a fitted effect of over 70% in size
Target sequence (Q9UGL1 whole entry, looked up): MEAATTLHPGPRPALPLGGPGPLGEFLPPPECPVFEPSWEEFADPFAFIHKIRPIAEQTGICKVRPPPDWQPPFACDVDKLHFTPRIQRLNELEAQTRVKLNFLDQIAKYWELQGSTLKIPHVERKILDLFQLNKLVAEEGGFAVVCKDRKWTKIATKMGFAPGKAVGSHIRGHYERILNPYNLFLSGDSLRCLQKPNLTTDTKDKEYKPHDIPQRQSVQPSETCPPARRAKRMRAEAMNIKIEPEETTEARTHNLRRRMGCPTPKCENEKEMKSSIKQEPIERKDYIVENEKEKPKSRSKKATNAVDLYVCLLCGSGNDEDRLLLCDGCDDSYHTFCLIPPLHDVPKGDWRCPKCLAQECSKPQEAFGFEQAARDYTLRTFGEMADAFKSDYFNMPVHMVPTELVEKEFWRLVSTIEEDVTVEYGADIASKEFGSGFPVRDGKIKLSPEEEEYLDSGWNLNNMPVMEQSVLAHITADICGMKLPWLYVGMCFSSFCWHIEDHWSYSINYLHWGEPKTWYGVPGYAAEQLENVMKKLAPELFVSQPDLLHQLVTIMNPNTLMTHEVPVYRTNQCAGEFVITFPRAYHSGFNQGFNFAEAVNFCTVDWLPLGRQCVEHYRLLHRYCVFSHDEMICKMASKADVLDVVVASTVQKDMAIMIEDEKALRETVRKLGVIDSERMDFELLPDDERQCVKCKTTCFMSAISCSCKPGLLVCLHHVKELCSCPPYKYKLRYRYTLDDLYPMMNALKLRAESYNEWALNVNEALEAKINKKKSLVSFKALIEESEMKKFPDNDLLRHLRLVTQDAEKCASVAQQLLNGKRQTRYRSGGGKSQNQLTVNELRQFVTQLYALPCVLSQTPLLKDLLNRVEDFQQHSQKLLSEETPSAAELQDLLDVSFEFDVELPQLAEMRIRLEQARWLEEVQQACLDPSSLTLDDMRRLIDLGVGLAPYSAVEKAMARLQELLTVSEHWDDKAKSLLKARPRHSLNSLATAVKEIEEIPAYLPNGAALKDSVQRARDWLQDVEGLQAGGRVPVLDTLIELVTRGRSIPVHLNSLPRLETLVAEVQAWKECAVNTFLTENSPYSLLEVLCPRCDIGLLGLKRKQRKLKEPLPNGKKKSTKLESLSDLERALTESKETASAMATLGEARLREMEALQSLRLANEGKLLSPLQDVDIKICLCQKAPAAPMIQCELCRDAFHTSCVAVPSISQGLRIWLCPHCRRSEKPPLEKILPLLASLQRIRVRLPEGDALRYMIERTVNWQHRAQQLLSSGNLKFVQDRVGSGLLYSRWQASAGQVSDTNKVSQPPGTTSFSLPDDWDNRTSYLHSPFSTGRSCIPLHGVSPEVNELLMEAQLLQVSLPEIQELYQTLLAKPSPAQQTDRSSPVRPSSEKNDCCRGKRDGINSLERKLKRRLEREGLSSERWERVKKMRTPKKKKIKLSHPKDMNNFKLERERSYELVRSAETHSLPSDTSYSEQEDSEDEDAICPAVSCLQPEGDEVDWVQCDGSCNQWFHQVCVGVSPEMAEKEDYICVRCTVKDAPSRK
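qHTS format, multiple compound concentrations. Buffer 50 mM HEPES pH 7.5/0.01% Tween-20; 200 nM KDM5BΔAP final; 10 min compound preincubation; substrate-mix levels 12.5 µM peptide, 25 µM α-KG, 0.25 mM NAD⁺; 30 min RT; ΔRFU.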
An asterisk follows results filed as active; i = inactive; ? = inconclusive; [ ] = dose if it differs, or a comment. Potency means the concentration at half of the fitted maximal effect.

Sample of the layout:
SMILES	KDM5B inhibitor
Cn1c(=O)c2c(ncn2CC(=O)N2CCCC(Cc3nc(C4CCOCC4)no3)C2)n(C)c1=O (stereo not drawn)	-13%
CCCCCCCNCc1ccc(C)s1	24%

This part in full (from the top)
SMILES	KDM5B inhibitor
Cn1c(=O)c2c(ncn2CC(=O)N2CCCC(Cc3nc(C4CCOCC4)no3)C2)n(C)c1=O (stereo not drawn)	-13%
CCCCCCCNCc1ccc(C)s1	24%
O=[S+]([O-])(c1cccc(C(F)(F)F)c1)N1CCC2(CC(c3cccnc3)=NO2)C1 (stereo not drawn)	10%[115 µM]
CCCCCCCN1C2=NCCN2c2ccccc21	20%
CC(C)CN1CC2(C1)C(=O)N(CCCN1CCCC1=O)C(=O)[C@@H]1C[C@@H](O)CN12	-29%[86.2 µM]
O=c1[nH]nc2n1CCN(C1CCOCC1)CC2	-4%
Cc1ccc(C)c(NC(=O)CCN2CCN(c3ccccc3F)CC2)c1	25%
O=C(Nc1ccc(Cl)c(C(F)(F)F)c1)c1c(-c2ccccc2)nc2n1CCS2(=O)=O	5%
CC(C)CC(=O)N1CCC(C(=O)N2CCCCCCNC(=O)CC2)CC1	-1%
COc1ccc(CNC(=O)c2cc3cccc4c3n2CC(C)S4)cc1 (stereo not drawn)	?
O=C(O)c1ccc(NC(=O)c2cccc(C(=O)Nc3ccc(C(=O)O)cc3)c2)cc1	0%
Cc1ccc(NC(=O)Cn2c(-c3cnccn3)nc(C)c(CCO)c2=O)cc1C	15%
CCN1C(=O)CN(C(=O)C2CCC2)CC12CCOCC2	-7%
Cc1ccc(Cl)cc1NC(=O)C1CCCN(c2cnccn2)C1 (stereo not drawn)	0%
Cc1ccc(C(=O)NCC(=O)N2CCCCCCNC(=O)CC2c2ccccc2)cn1 (stereo not drawn)	7%
CC(C)=NNC(=O)C(C)Sc1ccccc1 (stereo not drawn)	39%
Cc1nc2c(c(-c3ccc(O)cc3)n1)CN(Cc1cccnc1)CCC2	-10%
CC(NC(=O)c1ccc(CN2CCCCC2)cc1)c1cccc(C(F)(F)F)c1 (stereo not drawn)	7%
O=C(Nc1c(NCc2ccccc2)c2ccccc2oc1=O)c1ccccc1F	-6%
Cc1ccc(-c2onc(C)c2C)cc1S(=O)(=O)N1CCCCC1	-11%
CNC(=O)N1CCC(C2CCN(C(=O)C3CCCCCC3)C2)CC1 (stereo not drawn)	75%[activator]
CC(C)c1ccc(C(=O)N2CCc3[nH]nc(C(=O)NCCCc4ccccc4)c3C2)cc1	-3%
Cc1cc(Br)ccc1NC(=O)Cn1cnc2sc(C)c(S(=O)(=O)N3CCN(C)CC3)c2c1=O	-11%
O=C(O)c1ccc(Cl)cc1I	16%
COCC(=O)N1CCCC(c2nc(C3CCOCC3)no2)C1 (stereo not drawn)	11%
N#Cc1ccc(C(=O)NCCCC2CCCC2)cc1	-30%
Cc1ccc(NC2=NC(c3ccc(F)cc3)n3c(nc(C)cc3=O)N2)cc1 (stereo not drawn)	20%
CC(C)C(=O)Nc1ccc(C(=O)Nc2ccc(Cl)cn2)cc1	14%
Cc1ccc(/C=C(/CC(=O)O)c2nc3ccccc3o2)s1	-21%
COc1cccc(CNC(=O)CCn2c(=O)c3cccn3c3cccnc32)c1	?
COc1ccccc1CN(C)C(=O)NCc1ccc(S(=O)(=O)N2CCCCC2)cc1	5%
O=C([C@H]1C[C@H](Oc2ccccc2)CN1C(=O)c1ccoc1)N1CCOCC1	-1%
COc1ccc(-c2nc(CN3CCS(=O)(=O)CC3)c(C)o2)c(OC)c1C	-7%
COc1cccc(-n2cc(CNCc3c(C(=O)N(C)C)nc4ccc(Cl)cn34)cn2)c1	31%
CC/C(C)=N/NC(=O)C1CC1	10%
Cn1c(CCNC(=O)c2ccccc2C2CCNC2)nc2ccccc21 (stereo not drawn)	?
COc1ccccc1-c1nnc2ccc(SCc3ccco3)nn12	-7%
O=C(NCC1CC1)c1nc2c(o1)CCN(Cc1ccc3[nH]ccc3c1)CC2	-13%[86.2 µM]
O=C1[C@H]2CN(Cc3ccccc3F)C[C@H]2C(=O)N1Cc1ccc2c(c1)OCO2	21%
O=C(NC(C(=O)N1CCCC1)C1CCN(C(=O)c2cccc(F)c2)CC1)c1ccccc1 (stereo not drawn)	-6%

Reformatted: entries from further up.
| structure | KDM5B inhibitor |
| --- | --- |
| Cc1cc(Br)ccc1NC(=O)Cn1cnc2sc(C)c(S(=O)(=O)N3CCN(C)CC3)c2c1=O | -11% |
| O=C(O)c1ccc(Cl)cc1I | 16% |
| COCC(=O)N1CCCC(c2nc(C3CCOCC3)no2)C1 (stereo not drawn) | 11% |
| N#Cc1ccc(C(=O)NCCCC2CCCC2)cc1 | -30% |
| Cc1ccc(NC2=NC(c3ccc(F)cc3)n3c(nc(C)cc3=O)N2)cc1 (stereo not drawn) | 20% |
| CC(C)C(=O)Nc1ccc(C(=O)Nc2ccc(Cl)cn2)cc1 | 14% |
| Cc1ccc(/C=C(/CC(=O)O)c2nc3ccccc3o2)s1 | -21% |
| COc1cccc(CNC(=O)CCn2c(=O)c3cccn3c3cccnc32)c1 | ? |
| COc1ccccc1CN(C)C(=O)NCc1ccc(S(=O)(=O)N2CCCCC2)cc1 | 5% |
| O=C([C@H]1C[C@H](Oc2ccccc2)CN1C(=O)c1ccoc1)N1CCOCC1 | -1% |
| COc1ccc(-c2nc(CN3CCS(=O)(=O)CC3)c(C)o2)c(OC)c1C | -7% |
| COc1cccc(-n2cc(CNCc3c(C(=O)N(C)C)nc4ccc(Cl)cn34)cn2)c1 | 31% |
| CC/C(C)=N/NC(=O)C1CC1 | 10% |
| Cn1c(CCNC(=O)c2ccccc2C2CCNC2)nc2ccccc21 (stereo not drawn) | ? |
| COc1ccccc1-c1nnc2ccc(SCc3ccco3)nn12 | -7% |

The results go on.
SMILES	KDM5B inhibitor
O=C(Cc1cccc(Cl)c1)N1CCCN(c2nc3ncccc3o2)CC1	-15%
O=C(NCCc1ccccc1)N1CCC(N2C(=O)C3(CCCCC3)C2c2ccncc2)CC1 (stereo not drawn)	-23%
c1ccc([C@@H]2CNC[C@H]2COc2cccnc2)nc1	8%
O=C(Nc1cccs1)N1CCNc2cnc(Nc3cccc(C(F)(F)F)c3)nc2C1	?
COc1ccc(-c2nc3c(c(SC)n2)Cc2c(CO)cnc(C)c2O3)cc1	-21%
Cc1cn2nnc(C(=O)N3CCC(C(=O)Nc4ccc(C(C)C)cc4)CC3)c2c(=O)[nH]1	-4%
COc1ccc(-c2cc3nc(C)c(CCC(=O)NC(C)c4ccccc4)c(C)n3n2)c(OC)c1 (stereo not drawn)	?
CCCCCNC(=O)CC(c1cccc(OC)c1OC)c1c[nH]c2ccccc12 (stereo not drawn)	-15%
Cc1ccc2c(COC(=O)c3cccs3)cc(=O)oc2c1C	17%
CN1[C@@H](CCC(=O)N2CCN(c3ccccc3)CC2)CNC(=O)[C@@H]2[C@H]1CCN2CC(C)(C)C	-2%
Oc1ccccc1Oc1ccc2nnc(-c3ccccc3)n2n1	-16%
CC(C)(C)C(=N)N	28%
CCOC(=O)C1=CN(Cc2ccc(Cl)cc2)C=C(C(=O)OCC)C1c1cccc(O)c1	i
COCCn1cnnc1SC(C)c1ccc(F)cc1 (stereo not drawn)	3%
CC(=O)Nc1ccc(-c2csc(NC3CCCCC3)n2)c(F)c1	6%
CC(C)CCNc1nc(-c2ccc3c(c2)NC(=O)CO3)cs1	-4%
N#Cc1cccc(CN2CC[C@H](c3nnc(-c4ccco4)o3)C2)c1	-24%[86.2 µM]
CC(C)c1noc(CC2CCN(C(=O)c3ccc(F)cc3)CC2)n1	14%
CCCCNC(=O)CSc1ccc(S(=O)(=O)N2CCOCC2)cn1	8%
COc1ccc2cc(C(=O)N3CCCC(NC(=O)C(C)C)C3)c(C)nc2c1 (stereo not drawn)	?
COCC(=O)NNC(=S)NCc1ccc(C)cc1	19%
CCOC(=O)C1=C(CS(=O)(=O)c2ccc(C)cc2)NC(=O)NC1c1ccc(C(C)C)cc1 (stereo not drawn)	-13%
O=[N+]([O-])c1ccc(Nc2cccc3ccccc23)nc1	17%
CC(Oc1cccc(Cl)c1)C(=O)OCc1nc(N)nc(Nc2ccccc2)n1 (stereo not drawn)	4%
Cn1cnnc1-c1ccc(NS(=O)(=O)c2ccc(C(C)(C)C)cc2)cc1	22%
CCC(=O)N1c2ccccc2CC1C(=O)NCCc1ccc(OC)c(OC)c1 (stereo not drawn)	-27%
CC1=C[C@@H](CNC(=O)COCC(=O)O)[C@H](C(C)C)C[C@H]1Cc1nc2c(C)cccc2[nH]1	?
O=C(Nc1ccccc1)c1cccc2c(=O)c3c([nH]c12)CCCC3	-16%
O=C(NNC(=O)c1ccc(-c2ccccc2)cc1)Nc1ccccc1F	11%
N=C(N)c1ccc(COc2ccccc2)cc1	3%
CCOC(=O)/C(=C\c1ccc(OC)c(OC)c1)C(=O)c1cccnc1	?
CCCCOc1ccc(C(=O)Nc2cccc(-c3nc4cccnc4s3)c2)cc1	-16%
Cc1c(CCC(=O)NCc2ccccc2)c(=O)oc2cc(O)ccc12	i
COc1ccccc1Nc1ncc2c(n1)CN(C(=O)c1ccc(Oc3ccccc3)cc1)CCN2	?
Cc1nn(CC(=O)N2CCN(c3cccc(Cl)c3)CC2)c(=O)c2c1sc1ccccc12	-27%
Cc1ccc2oc(SCc3noc(CCC(=O)Nc4ccc5ccccc5c4)n3)nc2c1	-13%
CCc1c(C)sc(NC(=O)C2CC2)c1C#N	-27%
Cc1cncc(C(=O)N2CCC3(CC2)CN(C2CCC2)CC3CO)c1 (stereo not drawn)	-17%
O=C(NCCC1CCN(C(=O)Nc2cccc(F)c2)CC1)C1CCC1	15%
COc1ccc(NC(=O)C2CCCCC(=O)N2)cc1F (stereo not drawn)	2%
COC1C(=O)N(C2CCN(S(=O)(=O)C(C)C)CC2)C12CCOCC2 (stereo not drawn)	-4%
CCOC(=O)c1scc(-c2ccc(C)cc2)c1S(=O)(=O)Nc1cc(C)ccc1C	-28%
COc1cccc(CC(=O)N2CCCCCNC(=O)[C@@H]3CCC[C@@H]32)c1	-17%
COCC(=O)Nc1ccc(N2CCCC2)c(S(=O)(=O)Nc2ccccc2OC)c1	?
O=C(c1ccc(CN2C(=O)NC3(CCS(=O)(=O)CC3)C2=O)cc1)N1CCCCCC1	23%
O=C(NCc1cc2n(n1)CCCNC2)C1Cc2ccccc2S(=O)(=O)N1 (stereo not drawn)	-21%
COc1ccc(SCCNC(=O)C2NCCc3[nH]cnc32)cc1 (stereo not drawn)	-19%
O=C1NN=C(c2ccccn2)C12CCN([S+](=O)([O-])c1cccc(C(F)(F)F)c1)CC2	-20%
CC(=O)c1ccc(NC(=O)Cn2cnc3c2c(=O)n(C)c(=O)n3C)cc1	-3%
Cn1c(=O)c2c(-c3ccccc3Cl)n(-c3cccc(O)c3)cc2n(C)c1=O	?

Going on with the list.
SMILES	KDM5B inhibitor
COc1ccc(OC)c(CCNC(=O)c2cnn(-c3ccc(C)cc3C)c2C2CCN(C(=O)OC(C)(C)C)CC2)c1	-24%
COc1cccc(C(=O)OCc2ccccc2C#N)c1OC	15%
CNC(=O)NCCC1CCN(C(=O)Nc2cccc(Cl)c2)CC1	15%
CC(C)N1CCN(C2CCOC3(CCN(S(=O)(=O)c4ccccc4)CC3)C2)CC1 (stereo not drawn)	10%
O=C(NC1CCN(c2cc(-c3ccccc3)[nH]n2)C1)c1cccs1 (stereo not drawn)	?
Cc1cc(C(=O)NCC2(COc3ccccc3)C[C@@H](O)[C@@H](O)C2)no1 (stereo partly drawn)	-3%[86.2 µM]
CCOc1ccc(Oc2ccccc2NC(=O)Cc2nc(-c3ccccc3)oc2C)cc1	-30%
COc1cccc(NS(=O)(=O)c2ccc3c(c2)[C@H]2C=CC[C@H]2[C@@H](c2ccccc2Cl)N3)c1	?
c1ccc(-c2noc(-c3ccn4c(CN5CCN(c6ccccn6)CC5)nnc4c3)n2)cc1	?
CC(=O)c1ccc(N2CCN(c3nc4c(S(=O)(=O)c5ccc(C)c(C)c5)nnn4c4ccc(Cl)cc34)CC2)cc1	-19%
COCCN1C(=O)CS(=O)(=O)C12CCN(C(=O)c1ccc(C)c(F)c1)CC2	19%
COc1ccc2cc(C(=O)NCC(=O)Nc3cccc(C)c3C)c(C)nc2c1	?
Cn1c(=O)c2c(nc(N3CCN(C(=O)c4ccco4)CC3)n2Cc2ccc(F)cc2)n(C)c1=O	3%
Cc1ccc2c(=O)c(C(=O)c3cccc(Cl)c3)cn(CC(=O)NCc3ccccc3)c2n1	-13%
O=C(Nc1ccc(C2(C(=O)NCc3ccc(F)c(Cl)c3)CCC2)cc1)C1CC1	-7%
COc1ccc(N2C(=O)NC(NS(=O)(=O)c3ccc(Cl)cc3)(C(F)(F)F)C2=O)cc1 (stereo not drawn)	-28%
COc1ccc2cc(C(=O)NCC3CC3)c(C)nc2c1	?
COCC(=O)NC[C@@H]1C=C(C)[C@H](Cc2nnc(-c3cncn3C)o2)C[C@H]1C(C)C	?
COc1cccc(CN2CCc3nc(SCC(=O)Nc4ccccc4)[nH]c(=O)c3C2)c1	?
CCc1nc(-c2c3n(c(=O)n(CC(=O)NC(C)(C)C)c2=O)CCCC3)no1	35%
NC(=O)c1ccc(OCc2ccccc2C(F)(F)F)cc1	17%
CCc1cccc(C)c1NC(=O)c1cc2ccccc2o1	?
CCCCN(C)C(=O)c1ccc2c(c1)N(Cc1ccc(F)cc1)C(=O)c1ccccc1S2(=O)=O	?
O=C(c1ccoc1)N1CCC[C@H](n2c(=O)n(Cc3ccccc3)c3cccnc32)C1	-14%
Cc1ccc(NC(=O)N2CCCC(c3nc(-c4cccnc4)no3)CCNC(=O)CC2)cc1C (stereo not drawn)	31%[activator]
CC(CNC(=O)c1cc(-c2ccccc2)no1)N1CCOCC1 (stereo not drawn)	7%
CC(C)(C(=O)O)c1cnc(N2CCN(CCO)CC2)nc1N1CCOCC1	32%
CCOC(=O)c1cc(C)n(-c2ccc(Cl)cc2)c1C	8%
Cc1cn2nc(C(=O)N3CCCCC3)cc2c(N(C)Cc2ccccc2)n1	32µM*

Some of the compounds tested. The share of hits here may be higher or lower than overall.
